LMPTP block = LMPTP (human) inhibition | P24666 | recombinant LMPTP-A, OMFP fluorogenic substrate, fluorescence intensity | inhibition, % at 20 µM | hit rate 0.22% among 360,000 | AID 651560;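 active means compounds that cut the enzyme signal by at least half of the control window in the single-dose screen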;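 further: plate controls were DMSO wells with enzyme plus substrate for no effect and substrate without enzyme for full effect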
Target sequence (P24666 whole entry, looked up): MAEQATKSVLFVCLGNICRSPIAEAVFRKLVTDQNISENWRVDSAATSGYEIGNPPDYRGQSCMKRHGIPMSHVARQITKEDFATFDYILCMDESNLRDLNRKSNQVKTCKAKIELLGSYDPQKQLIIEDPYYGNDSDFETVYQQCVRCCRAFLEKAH
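Test system: LMPTP-A phosphatase enzyme; input: 0.625 nM LMPTP-A final; reagent: OMFP substrate, 400 µM final; compound dosing: 20 µM single dose, 3% DMSO; incubation: 50 min dark incubation at room temperature; measured by: endpoint fluorescence intensity from OMFP dephosphorylation; measure: % inhibition relative to no-enzyme and uninhibited control wells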
MsrA act = activators of bovine methionine sulfoxide reductase A | purified bovine MsrA, absorbance read-out | activation, % at 10.6 µM | hit rate 0.3% among 360,000; in the data active means activation above about 7.5%;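 further: 0% = vehicle and 100% = reference activator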
DNMT1 block = blocks human DNA methyltransferase DNMT1; P26358; hit rate 0.83% among 360,000; inhibition (reported as % activation of signal), % at 10 µM; DNMT1 molecular beacon, Hinp1I cleavage, fluorescence; in the data active means inhibition above about 50%
STEP inh = inhibitors of human striatal-enriched phosphatase STEP; P54829; recombinant STEP, OMFP fluorogenic substrate, fluorescence; inhibition, % at 20 µM; hit rate 0.25% among 360,000;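 active means inhibition at 20 µM, scaled per plate between control wells, above about 37%, limit read from the data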;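 further: 0% = DMSO with enzyme and substrate and 100% = substrate only without enzyme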
Target sequence (P54829 whole entry, looked up): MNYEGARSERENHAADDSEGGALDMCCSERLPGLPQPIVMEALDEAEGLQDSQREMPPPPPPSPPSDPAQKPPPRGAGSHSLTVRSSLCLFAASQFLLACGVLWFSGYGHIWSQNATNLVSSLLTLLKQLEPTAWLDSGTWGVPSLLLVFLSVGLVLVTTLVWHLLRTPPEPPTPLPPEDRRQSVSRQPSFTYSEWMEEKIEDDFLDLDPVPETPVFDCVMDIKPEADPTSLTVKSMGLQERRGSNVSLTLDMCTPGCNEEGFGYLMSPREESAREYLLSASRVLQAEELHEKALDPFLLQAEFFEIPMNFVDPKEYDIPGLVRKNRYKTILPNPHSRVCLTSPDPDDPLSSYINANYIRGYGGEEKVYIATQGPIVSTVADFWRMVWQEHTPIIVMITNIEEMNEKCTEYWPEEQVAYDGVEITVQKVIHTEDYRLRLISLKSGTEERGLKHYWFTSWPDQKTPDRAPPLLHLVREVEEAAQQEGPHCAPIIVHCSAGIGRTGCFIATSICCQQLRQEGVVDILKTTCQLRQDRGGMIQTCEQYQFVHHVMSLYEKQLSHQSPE
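System: STEP (striatal-enriched tyrosine phosphatase) enzyme, cell-free; medium: Bis-Tris pH 6.0 buffer with DTT, detergent; dosing: 20 µM, 1% DMSO; times: reaction 20 min, ambient temperature; detection: fluorescence, 480/540 nm; read-out basis: normalized % inhibition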
Scp1 inh = inhibitors of human Scp-1 phosphatase | Q9GZU7 | Recombinant Scp1, phosphopeptide, malachite green phosphate absorbance | inhibition, % at 20 µM | hit rate 0.88% among 340,000 | AID 493091;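 active means inhibition above about 50% at 20 µM, limit read from the data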;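 further: plate controls were DMSO wells with enzyme for no effect and wells lacking enzyme for full effect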
Target sequence (Q9GZU7 76-261 limits assumed): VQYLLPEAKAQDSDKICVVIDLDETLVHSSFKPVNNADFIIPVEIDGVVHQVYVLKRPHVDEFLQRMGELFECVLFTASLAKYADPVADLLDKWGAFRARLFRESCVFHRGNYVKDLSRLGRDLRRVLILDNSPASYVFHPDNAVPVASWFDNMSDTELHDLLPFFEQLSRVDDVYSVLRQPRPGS
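Test system: SCP-1 phosphatase catalytic domain, residues 76-261; measured by: colorimetric phosphate reagent with accelerator and stabiliser, absorbance at 630 nm; timing: enzyme reaction 45 min at room temperature, colour 5 min, stabilisation 30 min; also added: Phosphorylated 17-residue peptide substrate; compound dosing: one concentration, 20 µM, with 1.0% DMSO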
SUMO1 PPI mod = modulators of human SUMO1-mediated protein-protein interactions. hit rate 0.33% among 360,000. SUMO1 binding to a labelled peptide, TR-FRET, 1 h. inhibition, % at 20 µM; in the data active means inhibition above about 37%
Target sequence (P63165 whole entry, looked up): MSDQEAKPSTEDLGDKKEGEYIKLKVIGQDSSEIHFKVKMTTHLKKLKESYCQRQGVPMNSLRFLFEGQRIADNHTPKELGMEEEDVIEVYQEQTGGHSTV
TbMetRS inhib = Trypanosoma brucei MetRS inhibition; purified T. brucei MetRS, ATP depletion, Kinase-Glo luminescence; inhibition, % at 11.9 µM; hit rate 0.4% among 360,000; AID 624268;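 active means inhibition above a per-plate cutoff of the control wells' mean inhibition plus 3 SD, cut at about 5.5% in these data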;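 further: 0% = DMSO wells median and 100% = median of wells with control inhibitor compound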
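System: purified T. brucei MetRS enzyme / Detection: Kinase-Glo luciferase luminescence reporting remaining unconsumed ATP / Medium: HEPES buffer with MgCl2, KCl, DTT, spermine, BSA, pyrophosphatase / Replication: singlicate, one well per compound / Evaluation: percent inhibition relative to median high and low control wells / Schedule: 2 h aminoacylation at 25 °C after 15 min preincubation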
E coli Lon inh = inhibits E. coli Lon protease | purified E. coli Lon protease, fluorescence polarization | P0A9M0 | AID 602123 | hit rate 0.42% among 360,000 | inhibition, % at 7.94 µM; in the data active means inhibition above about 13%, passing the limit was not always enough;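 further: 0% = enzyme with probe and DMSO and 100% = no enzyme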
NRP1-CendR mod = alters CendR peptide binding to human NRP-1. FAM-RPARPAR peptide binding to NRP-1, fluorescence polarization. inhibition, % at 25 µM. hit rate 0.85% among 360,000;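 active means inhibition or corrected inhibition above about 18%, plus a signal ratio from 0.5 to 1.5, limit read from the data, passing the limit was not always enough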; further: strong numbers were not always called active
MsrA inh = inhibits bovine methionine sulfoxide reductase A; hit rate 0.75% among 360,000; inhibition, % at 15.5 µM; purified bovine MsrA, absorbance read-out; AID 651718; in the data active means inhibition above about 4.5%;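 further: 0% = vehicle wells with enzyme and 100% = reference inhibitor wells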
* hit, by the source's call; · = not tested or not shown.

SMILES	LMPTP block	MsrA act	DNMT1 block	STEP inh	Scp1 inh	SUMO1 PPI mod	TbMetRS inhib	E coli Lon inh	NRP1-CendR mod	MsrA inh
CC(C)(C)n1nc2c(c1NC(=O)CCCc1ccccc1)CS(=O)C2 (centres undefined)	-0.6	-11	5	2	-3	6	-0.2	-6	3	0.2
COc1ccc(CNC(=O)CCCn2nc(C)n3ccnc3c2=O)cc1	-1.1	-3	1	-3	-4	0	-0.1	3	-7	-0.1
CCN(CC(=O)NCc1cccs1)C(=O)CN(C)S(=O)(=O)c1ccc(C)cc1	-0.4	-1	1	-2	-4	3	-0.5	12	-4	-1.1
Oc1ccc(Cl)cc1CNCc1ccc(Cl)nc1	-0.7	0	2	0	0	1	0.1	-5	3	0.0
O[C@@H]1CN(Cc2ccc(-n3cccn3)cc2)CC[C@H]1N1CCN(c2ccccc2F)CC1	-0.4	-3	0	1	-6	-2	0.0	-7	-10	-0.4
COc1ccc(CCNC(=O)c2cc(S(=O)(=O)N3CCCCC3)c[nH]2)cc1OC	-1.3	1	0	0	-9	-1	1.0	5	-6	-0.4
CCc1c(O)cc2n(c1=O)-c1ccccc1C2(C)C	0.3	-14	46	-6	21	0	-1.1	-8	-2	0.5
C#CC[N+]1(CC#Cc2ccc(C)cc2)CCCCC1	3.0	-2	-5	-2	1	-6	-0.3	-2	-2	1.3
O=C(c1cc(C2CC2)nn1-c1ccccc1)N1CCN(S(=O)(=O)c2ccc(F)cc2)CC1	-0.9	-2	7	-1	·	2	0.6	-12	3	0.1
CCN1CCN(C(=O)c2cc(COc3ccc(F)cc3F)on2)[C@@H](C)C1=O	-0.6	-2	-2	-3	-6	0	0.9	12	17	-1.1
CC12C(=O)N(c3ccccn3)C(=O)C1C1C=CC2C1 (centres undefined)	-0.7	-10	4	0	11	1	-0.5	1	-1	-0.4
CC(C(=O)Nc1cc(C(F)(F)F)ccc1N1CCOCC1)N1C(=O)C2CCCCC2C1=O (centres undefined)	-1.3	-2	2	-2	-2	5	-0.1	-4	-1	-0.2
COC(=O)c1ccc(CSc2nc3c(cnn3-c3ccc(C)cc3)c(=O)[nH]2)o1	0.4	-1	0	-6	-8	5	-0.2	-6	-11	-0.9
COc1ccc(/C=C/C(=O)c2ccoc2)cc1	0.3	-9	-2	2	-13	-5	-0.4	-8	3	4.4
CCN(Cc1ccc(C#CCCO)cc1)CC1CCCN(CCc2cccc(OC)c2)C1 (centres undefined)	1.5	-7	1	-1	0	-3	-0.8	-6	1	0.4
Cn1c(=O)n(C)c2cc(S(=O)(=O)Nc3ccccc3C(=O)O)ccc21	-3.3	-7	-3	-2	6	6	-0.4	1	-2	0.6
CCOC(=O)N1CCN(S(=O)(=O)c2ccc3[nH]c(=O)sc3c2)CC1	-1.7	-3	1	-3	-10	2	-0.9	-5	0	-1.1
CCS(=O)(=O)N1CCC(C(=O)NCc2ccco2)CC1	-0.4	-3	1	0	-14	-3	-0.3	-9	-6	1.0
O=C(CNC(=O)c1cccc(Br)c1)N/N=C/c1cccnc1	-0.3	-1	-1	-1	-2	-12	4.4	-2	-12	0.5
CCN(CC)C(=O)C1=C(C)NC(=O)NC1c1c(F)cccc1Cl (centres undefined)	-1.2	-10	8	3	-1	0	-1.5	3	14	-0.7
O=C(O)CC(C(=O)O)N1C(=O)/C(=C/C=C/c2ccco2)SC1=S (centres undefined)	66*	-7	79*	89*	88*	112*	1.2	1	-131	0.0
CC(=O)c1cccc(NC(=O)C(C)OC(=O)c2ccc3ncsc3c2)c1 (centres undefined)	1.3	-7	-2	-2	-1	8	-0.6	15	10	1.1
Cn1nccc1C(=O)Oc1ccc(/C=N/NC(=O)c2ccccc2O)cc1	0.8	-5	-1	2	31	-1	0.9	1	2	1.3
CC1CCN(C2CCN(S(=O)(=O)c3ccc(F)cc3)CC2)CC1	-0.7	-5	3	2	-2	2	0.0	3	-7	-1.2
COc1cc(OC)cc(N(C(=O)c2ccco2)C(C(=O)NC2CCCC2)c2ccc(N3CCOCC3)cc2)c1 (centres undefined)	1.3	1	0	-3	-7	1	-0.1	-5	13	0.5

Complete entries, quoted from the list. Order of values: LMPTP block	MsrA act	DNMT1 block	STEP inh	Scp1 inh	SUMO1 PPI mod	TbMetRS inhib	E coli Lon inh	NRP1-CendR mod	MsrA inh
CC1CCN(C2CCN(S(=O)(=O)c3ccc(F)cc3)CC2)CC1 is listed with -0.7	-5	3	2	-2	2	0.0	3	-7	-1.2
O=C(CNC(=O)c1cccc(Br)c1)N/N=C/c1cccnc1 is listed with -0.3	-1	-1	-1	-2	-12	4.4	-2	-12	0.5

A few values from the results shown.
Under SUMO1 PPI mod, CC1CCN(C2CCN(S(=O)(=O)c3ccc(F)cc3)CC2)CC1 shows 2
Under MsrA inh, COc1ccc(/C=C/C(=O)c2ccoc2)cc1 shows 4.4
Under STEP inh, COc1ccc(CNC(=O)CCCn2nc(C)n3ccnc3c2=O)cc1 shows -3
Under DNMT1 block, COC(=O)c1ccc(CSc2nc3c(cnn3-c3ccc(C)cc3)c(=O)[nH]2)o1 shows 0

The listing continues:
SMILES	LMPTP block	MsrA act	DNMT1 block	STEP inh	Scp1 inh	SUMO1 PPI mod	TbMetRS inhib	E coli Lon inh	NRP1-CendR mod	MsrA inh
COC(=O)CNC(=O)C1CCN(S(=O)(=O)c2cnc[nH]2)CC1	-1.1	-4	1	3	-3	3	-0.4	2	-8	-0.3
CC(=O)NC(Cc1cccc(C)c1)C(=O)NC1CCN(S(=O)(=O)c2ccccc2)CC1 (centres undefined)	0.5	-2	-2	0	-5	-3	-0.2	-4	3	-0.1
CCN1CCN(c2cc(C)c3cc(NC(=S)N(C)Cc4ccccc4)ccc3n2)CC1	0.9	2	0	2	-8	3	-0.8	1	-1	0.4
COc1ccccc1CNS(=O)(=O)c1ccc(-n2cccn2)cc1	-0.5	0	3	-1	-8	-2	-0.4	-3	8	0.3
COc1cc(/C=C(\C#N)C(=O)NCC2CCCO2)cc(OC)c1OC (centres undefined)	3.4	-3	57*	2	-3	-7	-0.6	-10	10	1.4
COc1ccc(OC)c(CN2CCN(C(=O)c3ccc(F)cc3)CC2)c1	-2.2	-4	0	-2	-2	1	-0.9	-2	0	-0.1
C=CCn1c(SCC(=O)N2CCCCC2)nnc1-c1ccncc1	-1.5	-3	1	-4	-6	0	-0.1	-2	-12	-0.8
COCCCNC(=O)c1cc(Sc2nnc(C)s2)nc2ccccc12	0.2	-2	2	-2	-1	0	0.8	0	-10	0.2
CCCCC1=CC2=C(c3ccco3)C(=O)C(C)(OC(=O)c3ccc(OC)cc3)C(=O)C2=CN1C1CCCCC1 (centres undefined)	-0.7	-4	-1	2	4	-2	-0.3	14	-29	·
COc1ccc(OC)c(Cc2nnc(CCC(=O)N3CCCCC3c3nccs3)o2)c1 (centres undefined)	-1.2	-2	3	-2	-4	-3	-0.7	7	0	·
Cc1ccc(CN2CC(C(=O)N(Cc3nnc(-c4ccccc4Cl)o3)C3CC3)CC2=O)cc1 (centres undefined)	-9.3	-3	-15	0	-12	-54	-0.4	-2	-5	-1.1
COc1ccc(C2=NOC(c3nnc(-c4ccccc4)o3)C2)cc1 (centres undefined)	-3.7	-8	4	1	-5	-1	-0.5	10	10	0.1
S=C(NN=C(c1ccccc1)c1ccccn1)N(Cc1ccccn1)Cc1ccccn1	3.3	1	-19	3	-8	-7	-0.3	-18	-4	0.4
CC(=O)Nc1ccc(S(=O)(=O)NC2Cc3ccccc3C2)cc1	-0.1	0	-2	-2	-13	6	0.5	-2	-11	0.2
CC(/C=N/NC(=O)NC1CCCCC1)=C\c1ccccc1	2.8	1	-5	-1	6	-8	0.2	12	13	-0.5
O=C(N/N=C/c1cn(CC(=O)N2CCOCC2)c2ccccc12)c1cccnc1	-0.2	-2	1	0	-1	-8	0.0	-6	4	1.7
Nc1ccc(S(=O)(=O)c2ccc(N)cc2)cc1	-1.1	-10	0	0	6	-1	-2.1	-2	4	-0.5
CCOC(=O)N1CCN(C(=O)CSCC(=O)Nc2nc(-c3ccc(C)cc3)cs2)CC1	0.1	-6	-1	5	-5	4	-1.5	-6	4	-0.8
CCOc1ccc(/C=C2\CCC(C3CCCC3)C2=O)cc1OC (centres undefined)	-1.0	-5	-1	2	-1	-8	-1.1	5	-2	1.0
CC(=O)Nc1ccc(S(=O)(=O)NCC(C)NS(=O)(=O)c2ccc(NC(C)=O)cc2)cc1 (centres undefined)	-0.9	2	-1	-4	-8	-1	-0.5	5	1	-0.4
CS(=O)(=O)N1CCc2cc(C(=O)N3CCCCC3)ccc21	-0.6	-2	13	0	-11	2	-0.2	0	-10	-1.1
CCC(=O)N1CCc2cc(Br)cc(S(=O)(=O)N3CCCCC3CC)c21 (centres undefined)	1.0	-4	4	-2	-2	-2	-0.5	-4	9	-0.6
CCC(=O)Nc1cccc(-c2cn3ccsc3n2)c1	-0.3	-3	-1	-5	0	0	-1.3	-2	11	1.5
O=C(C1CCN(S(=O)(=O)c2cccc3nsnc23)CC1)N1CCc2ccccc2C1	0.6	1	-5	-7	-5	-18	-0.4	-12	0	0.8
C[C@H](O)[C@@H]1CN2CCc3c([nH]c4ccccc34)[C@@H]2C[C@@H]1N(C)Cc1cc(Cl)cc(Cl)c1	0.8	4	-4	2	·	-1	34*	-3	0	-0.5
The list continues:
SMILES	LMPTP block	MsrA act	DNMT1 block	STEP inh	Scp1 inh	SUMO1 PPI mod	TbMetRS inhib	E coli Lon inh	NRP1-CendR mod	MsrA inh
O=C(c1ccc(-n2nc(C(F)(F)F)c3c2CCCC3)cc1)N1CCOCC1	0.0	-12	6	0	-1	1	-1.5	-6	-6	0.2
O=C1C(C2=NC(c3ccccn3)C3C(=O)N(c4ccc(Cl)cc4Cl)C(=O)C23)=C(O)c2ccccc21 (centres undefined)	-0.9	-3	20	2	-8	-1	0.1	-2	1	-0.8
COCCNC(=O)C(=O)Nc1cc2c3c(c1)CCC(=O)N3CCC2	-0.8	-4	1	-2	5	-1	-0.4	-7	8	-0.3
Cc1ccc2nc(-c3ccc(Br)cc3)cc(C(=O)NCC3CCCO3)c2c1 (centres undefined)	1.2	-1	-5	0	·	-5	0.3	2	-10	0.7
CSc1cccc(CNC(=O)C2CCC(=O)N(Cc3cccc(C(F)(F)F)c3)C2)c1 (centres undefined)	1.4	-2	1	-2	-6	-1	-0.1	7	2	-0.3
CC(=O)c1ccc(N2CCN(S(=O)(=O)c3ccc4c(c3)NC(=O)CC(=O)N4)CC2)cc1	3.1	-3	10	3	11	3	0.0	1	1	2.1
COc1ccc(-c2nc(-c3ccccc3)c(-c3cccs3)[nH]2)cc1OC	4.2	-2	-15	-1	-1	6	0.2	4	-21	-0.3
Cc1c(C(=O)NNC(=O)c2csc(N3CCOCC3)n2)oc2ccc(Br)cc12	2.5	1	22	1	·	-4	0.3	8	-2	-1.6
CC(=O)N1CCCC(C)(C(=O)N(C)Cc2cccc3ccccc23)C1 (centres undefined)	-0.7	-1	4	-2	·	-7	-0.2	7	0	-0.7

Assay outcomes from PubChem.
